Pin1 inhibitor – blocks the human prolyl isomerase Pin1 | Q13526 | Pin1 FP peptide displacement, HiFluor488, 10 min | Potency, µM (doses to about 115 µM), for the others: at the highest dose activity, negative = inhibition, usual class: inhibitors | 390,000 compounds, 0.009% hits | AID 504891; active means well fitted inhibition curve with a large enough effect in the polarisation, with a control signal flat, not every such curve was filed as active; inconclusive means small, poorly fitted or top-dose-only effect, or effect the other way, or a change in a side signal; inactive means no such curve, though single readings can be large or run the other way; the % refers to the polarisation; further: on the % scale 0 is the no-effect control and ±100 the full control effect
rTrxR1 inhibitor – rat TrxR1 inhibition | O89049 | recombinant rTrxR1, NADPH fluorescence consumption, selenite substrate | 390,000 compounds, 1% hits | AID 588453 | Potency, µM (top dose mostly 114 µM), without a hit: at the top dose activity change, negative = inhibition, hits mostly inhibitors; further: on the % scale 0 is the no-effect control and ±100 the full control effect; nearly all actives have a fitted effect of over 65% in size
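Rat TrxR1 (90 nM in the dispensed reagent) was pre-reduced with 400 uM NADPH for 5 min at room temperature, then incubated with compound for 15 min. After 400 uM selenite was added, NADPH fluorescence (Ex 340/Em 450 nm) was followed for 8 min.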
ALOX12 inh – inhibitors of human 12S-lipoxygenase ALOX12; Potency, µM (top dose mostly 108 µM), without a hit: top-dose activity change, negative = inhibition, actives largely listed as inhibitors; purified 12hLO, xylenol orange hydroperoxide absorbance; 580,000 compounds, 1.1% hits; further: on the % scale 0 is the no-effect control and ±100 the full control effect
Target sequence (P18054 whole entry, looked up): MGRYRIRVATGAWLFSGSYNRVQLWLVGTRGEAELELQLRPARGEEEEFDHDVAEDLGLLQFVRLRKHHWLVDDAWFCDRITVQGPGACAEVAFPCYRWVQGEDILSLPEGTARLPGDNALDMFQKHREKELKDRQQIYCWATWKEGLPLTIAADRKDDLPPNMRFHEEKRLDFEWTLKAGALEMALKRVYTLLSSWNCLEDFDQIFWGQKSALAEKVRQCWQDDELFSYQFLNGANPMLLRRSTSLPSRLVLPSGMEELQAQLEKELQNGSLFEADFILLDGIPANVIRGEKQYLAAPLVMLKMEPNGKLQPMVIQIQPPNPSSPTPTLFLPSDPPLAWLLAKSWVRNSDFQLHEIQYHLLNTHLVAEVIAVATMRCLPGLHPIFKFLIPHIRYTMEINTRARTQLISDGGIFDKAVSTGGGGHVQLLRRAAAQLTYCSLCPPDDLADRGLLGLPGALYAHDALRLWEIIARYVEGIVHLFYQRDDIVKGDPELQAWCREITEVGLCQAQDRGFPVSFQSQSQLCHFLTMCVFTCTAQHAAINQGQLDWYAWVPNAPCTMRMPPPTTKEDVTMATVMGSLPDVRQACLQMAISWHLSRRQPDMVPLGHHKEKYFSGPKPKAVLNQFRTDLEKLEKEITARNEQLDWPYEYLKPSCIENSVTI
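Purified human 12hLO at 150 nM in 25 mM Hepes, 0.01% Triton X-100, pH 7.0, preincubated 15 min at room temperature with compound. Reaction started with 40 uM arachidonic acid, 30 min at room temperature. Hydroperoxide measured by Fe-xylenol orange, 573/405 nm absorbance ratio.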
GLS inhibitor – inhibitors of human glutaminase (GLS). O94925. GLS enzymatic activity, qHTS titration. Potency, µM (doses to about 45.5 µM), inactives show top-dose activity change, negative = inhibition, usual class: inhibitors. 410,000 compounds, 0.21% hits. AID 624170; further: on the % scale 0 is the no-effect control and ±100 the full control effect
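hKGA in 45 mM KH2PO4 (pH 8.2), 0.02% Tween-20 with compound, then 1mM L-Glutamine (stock as added) plus glutamate oxidase/HRP/Amplex red coupling mix. Fluorescence read initially and after 30 min at RT; signal change reflects glutamate formation.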
Tb PGK inh – inhibitors of T. brucei phosphoglycerate kinase. P07378. PGK/GAPDH coupled, Kinase-Glo luminescence, 60 min. Potency, µM (highest dose often 57.5 µM), for the others: at the top dose activity change, negative = inhibition, actives largely listed as inhibitors. 380,000 compounds, 0.043% hits. AID 602233; further: on the % scale 0 is the no-effect control and ±100 the full control effect; nearly all actives have a fitted effect of over 60% in size
Target sequence (P07378 whole entry, looked up): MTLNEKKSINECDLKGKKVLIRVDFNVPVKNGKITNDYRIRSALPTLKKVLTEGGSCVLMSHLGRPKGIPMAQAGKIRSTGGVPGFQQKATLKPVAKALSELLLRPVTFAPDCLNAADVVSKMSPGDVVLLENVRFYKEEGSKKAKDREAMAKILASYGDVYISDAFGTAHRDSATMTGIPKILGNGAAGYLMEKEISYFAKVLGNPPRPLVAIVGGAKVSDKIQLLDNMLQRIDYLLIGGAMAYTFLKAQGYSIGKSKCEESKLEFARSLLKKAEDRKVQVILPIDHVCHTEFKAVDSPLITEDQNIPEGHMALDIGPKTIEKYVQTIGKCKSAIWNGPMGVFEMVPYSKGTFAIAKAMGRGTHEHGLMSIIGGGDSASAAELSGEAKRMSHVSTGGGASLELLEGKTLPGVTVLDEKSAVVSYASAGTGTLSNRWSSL
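Recombinant glycosomal PGK reaction used 1,3-bisphosphoglycerate generated in-well by GAPDH (100nM final) in 100mM TEA pH 7.6, 5mM MgCl2, 0.01% Tween-20. After 60 minutes at room temperature, ATP was read by Kinase-Glo Plus luminescence end-point.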
HP1b chromo inh – inhibitors of HP1-beta chromodomain binding to methylated histone tails. P83916. AlphaScreen HP1-beta / biotin-H3K9me3 peptide binding. Potency, µM (top dose mostly 114 µM), without a hit: at the highest dose activity change, negative = inhibition, most hits filed as inhibitors. 390,000 compounds, 0.56% hits. AID 540317; further: nearly all actives have a fitted effect of over 70% in size; inactives centre near 23
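HP1-beta protein (50 nM final) preincubated 30 min at room temperature with biotinylated H3(1-18)K9me3 peptide (50 nM) in PBS pH 7.4, 0.01% Tween-20, then compound added for 30 min. AlphaScreen streptavidin donor/nickel chelate acceptor beads (10 ug/mL final), 30 min dark, luminescence read.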
RGS4 inhibitor – inhibitors of human regulator of G protein signaling 4 | Potency, µM (series often up to 114 µM), for the others: top-dose activity change, negative = inhibition, most hits filed as inhibitors | P49798 | 390,000 compounds, 0.039% hits | Transcreener GDP fluorescence polarization, RGS4-accelerated GTP hydrolysis; further: on the % scale 0 is the no-effect control and ±100 the full control effect; nearly all actives have a fitted effect of over 75% in size; some results filed as inactive show a strong effect at the top dose
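MLSMR compounds (23 nl, pin-transferred) preincubated 10 min at room temperature with a 500nM (2x) first reagent, then RGS4 at 900nM (2x) plus Transcreener GDP mix added; fluorescence polarization (620/688 nm) read before and after 90 min at 30 °C.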
JMJD2A Tudor – blocks the human JMJD2A Tudor domain; AID 504339; Potency, µM (top dose mostly 114 µM), without a hit: at the highest dose activity change, negative = inhibition, most hits filed as inhibitors; AlphaScreen JMJD2A-Tudor / H3K4me3 peptide binding; O75164; 390,000 compounds, 4.4% hits; further: on the % scale 0 is the no-effect control and ±100 the full control effect; nearly all actives have a fitted effect of over 50% in size
ERG-DNA inh – inhibitors of human ERG Ets domain-DNA interaction; Potency, µM (top dose mostly 76.9 µM), without a hit: at the top dose FP activity, negative = inhibition, hits mostly inhibitors; P11308; fluorescence polarization, His-ERG Ets domain / labelled DNA; 370,000 compounds, 0.028% hits; AID 624246; active means well fitted inhibition curve with a large enough effect in the polarisation, with a control signal flat; inconclusive means small, poorly fitted or top-dose-only effect, or effect the other way, or a change in a side signal; inactive means no such curve, though single readings can be large or run the other way; the % refers to the polarisation;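 further: polarization taken with two DNA probes labelled with fluorescein and Texas red; % of control where 0% means no effect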
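His-tagged ERG Ets domain (1 uM in the protein solution; 300mM KCl, 50mM Tris-HCl, 1mM EDTA, 1mM DTT, pH 7.5) received compound, then a probe mix of 5 nM fluorescein-DNA and 100nM Texas-615-DNA. Fluorescence polarization was read for both dyes.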
* hit, by the source's call; i = inactive; ? = inconclusive; / = not tested or not shown; & = joins results of further samples; [ ] = dose if it differs, or a comment. Unless noted, the call rests on the fitted dose curve; in most records, active means well fitted curve in the direction sought with a large enough effect; inconclusive means small, poorly fitted or top-dose-only effect, or another doubt; inactive means no such curve, though single readings can be large; an effect the other way counts as inactive or inconclusive. Potency means the concentration at half of the fitted maximal effect. Some of the compounds tested (hit frequency here may not be typical).

1) Cc1nnc(NC(=O)C2CCN(S(=O)(=O)c3cc([N+](=O)[O-])ccc3Cl)CC2)o1
2) CCc1ccc(-c2csc3[n+]2CCN3C(C)=O)cc1
3) COc1cccc(CNC(=O)CN2C(=O)COc3ccc(S(=O)(=O)N4CCOCC4)cc32)c1
4) O=C(O)c1ccc(CNC(=O)C23CC4CC(CC(C4)C2)C3)cc1
5) COCCOC(=O)C1=C(C)NC2=C(C(=O)CCC2)C1c1ccc(N(C)C)cc1 (centres undefined)
6) COc1ccc(N2CC(C(=O)N/N=C/c3c[nH]c4ccccc34)CC2=O)cc1 (centres undefined)
7) O=C(c1ccccc1)N1CCN(CC(O)COCC2CC=CCC2)CC1 (centres undefined)
8) COc1ccc(C(=O)CSc2nnc(-c3cc(C)cc(C)c3)o2)cc1
entry no.,1,2,3,4,5,6,7,8
Pin1 inhibitor,2%,0%,1%&-6%,-4%,-4%,2%,-3%,-1%
rTrxR1 inhibitor,?,36%[activator],35%&14%,18%,0%,4%[57.1 µM],3%,22%
ALOX12 inh,-28%,?,?,0%,-10%,6%,-7%,10%
GLS inhibitor,-3%,11%,-1%&2%,-1%,51%[activator],-3%,2%,-8%
Tb PGK inh,5%,/,-1%&0%,-3%,/,i,3%,9%[11.5 µM]
HP1b chromo inh,27%,7%,41%&53%[activator],19%,7%,-6%,32%,27%
RGS4 inhibitor,-5%,-97%,1%&30%,-26%,-9%,6%,19%,-1%
JMJD2A Tudor,10µM*,-36%,14%&-1%,1%,-23%,-21%,-12%,-4%
ERG-DNA inh,7%,/,-17%&-8%,5%,/,-2%,-6%,/

9) c1cc2c(cc1-c1cnc3n1CCC3)OCCO2
10) CCOC(=O)C1CCCN(S(=O)(=O)c2ccc(S(N)(=O)=O)cc2)C1 (centres undefined)
11) O=C(N/N=C/c1ccccn1)NC12CC3CC(CC(C3)C1)C2
12) CSc1nc(Cl)c(C#N)c(-c2ccc(C)cc2)n1
13) O=C(c1cnn2c1NC(c1ccc(Br)cc1)CC2C(F)(F)F)N1CCN(C23CC4CC(CC(C4)C2)C3)CC1 (centres undefined)
14) Cc1ccc(C(=O)O/N=C/c2ccc(N(C)C)cc2)cc1
15) CCCn1cc(CN2CCC(Cc3cccc(F)c3)(C(=O)OCC)CC2)c(C)n1
16) COc1cccc(OC)c1C(=O)OCCCOC(=O)c1c(OC)cccc1OC
entry no.,9,10,11,12,13,14,15,16
Pin1 inhibitor,7%,15%,1%,-6%,24%,-5%,-4%,-3%
rTrxR1 inhibitor,9%,15%,21%,-2%,-16%,67%,19%,-10%
ALOX12 inh,0%[57.4 µM],9%,2%,?,?,-12%,-9%,-19%
GLS inhibitor,2%,2%,15%,23%,-6%,-1%,-5%,4%
Tb PGK inh,-7%,-5%,i,2%,5%,5%,-3%,-3%
HP1b chromo inh,-1%,23%,20%,33%[activator],10%,44%[activator],46%[activator],5%
RGS4 inhibitor,23%,-25%,-4%,19%,-23%,-14%,4%[56.9 µM],-3%
JMJD2A Tudor,-19%,-7%,?,?,-19%,-8%,-18%,-12%
ERG-DNA inh,/,2%,-7%,/,-3%,0%,6%,-10%

17) Clc1ccc(C[n+]2csc3ccccc32)cc1
18) COc1ccc(CC(=O)Nc2ccc(OC)c(NC(=O)c3ccco3)c2)cc1
19) O=C(Nc1ncccc1Cl)C1COc2ccccc2O1 (centres undefined)
20) CCOC(=O)CC1CCCCN1C(=O)c1cc(COc2cccc3cnccc23)on1 (centres undefined)
21) Nc1nonc1-c1nc2ccccc2[nH]1
22) COc1ccc(CCNC(=O)C2=COCCO2)cc1
23) O=C(Nc1nc2c(s1)CN(Cc1ccccc1)CC2)c1c(F)cccc1F
24) C=CCn1c(-c2ccccc2OC)n[nH]c1=S
entry no.,17,18,19,20,21,22,23,24
Pin1 inhibitor,1%,2%,-11%,-4%,-7%,-2%,?,-16%
rTrxR1 inhibitor,?,-27%,22%,29%,9%,18%,-42%,?
ALOX12 inh,?,0%,6%,-5%,4%,26%,i,?
GLS inhibitor,-13%,2%,-3%,-5%,7%,-8%,-15%,7%
Tb PGK inh,-2%,-1%,/,-1%,1%,-9%,i,-1%
HP1b chromo inh,23%,31%,27%,16%[57 µM],58%[activator],21%,-8%,41%[activator]
RGS4 inhibitor,-105%,-18%,-1%,-16%,22%,-22%,-48%,-10%
JMJD2A Tudor,50µM*,-9%,-10%,1%,10%,-11%,50µM*,6.3µM*
ERG-DNA inh,/,2%,/,13%,1%,-5%,14%,-3%

25) COc1ccc2c(c1)c1c(c(=O)n(-c3cccc(C)c3)c(=O)n1CC(=O)Nc1c(C)cc(C)cc1C)n2C
26) O=C(Nc1nnc(S(=O)(=O)N2CCN(c3ccc(F)cc3)CC2)s1)c1ccco1
27) Cc1ccc(NC(=O)Nc2nnc(-c3ccncc3)s2)cc1C
28) Cc1cc(NC(=O)CSCC(=O)N(C)Cc2c(F)cccc2Cl)no1
29) Cc1nn(-c2ccccc2)c(Cl)c1C1C(C#N)=C(N)OC2=C1C(=O)CCC2 (centres undefined)
30) CCCCNC(=O)CCCCCNS(=O)(=O)c1ccc(OC)cc1
31) CC(C)(C)C(=O)COC(=O)c1cc2ccccc2cc1O
32) O=C1Nc2ccccc2C1=Nc1ccc(S(=O)(=O)Nc2nccs2)cc1
entry no.,25,26,27,28,29,30,31,32
Pin1 inhibitor,0%,5%,?,-10%,1%,3%,?,/
rTrxR1 inhibitor,18%,?,1%,10%,8%,16%,-3%,18%[57.1 µM]
ALOX12 inh,-6%,-9%,-10%,0%,?,26%,-3%,?
GLS inhibitor,-1%,-7%,-6%,-15%,11%,-4%,-6%,103%[activator]
Tb PGK inh,-14%,-3%,-2%,i,4%,5%,-4%,?
HP1b chromo inh,54%[activator],23%,46%[activator],30%,61%[activator],21%,24%,-30%
RGS4 inhibitor,5%,-49%,?,-9%,26%,28%,8%,-41%
JMJD2A Tudor,-2%,?,-24%,-11%,-7%[57.1 µM],-5%,-15%,56µM*
ERG-DNA inh,1%,-7%,-4%,11%,-5%,3%,-3%,2%

33) Cc1c(NC(=O)CSc2nnc(Nc3ccccc3)s2)c(=O)n(-c2ccccc2)n1C
34) CC(=O)N1CCc2cc(Br)cc(S(=O)(=O)N3CCc4ccccc43)c21
35) Cc1ccc(NC(=O)c2cncc(Br)c2)c(O)c1
36) Cc1cc(Br)ccc1NC(=O)c1ccco1
37) CC(=O)N1CCN(C(=O)c2ccc3oc(CCCc4ccccc4)nc3c2)CC1
38) CCOc1cccc(/C=N/NC(=O)c2cc(C3CC3)[nH]n2)c1O
39) COCCNc1nc(NCc2ccccc2)c2cnn(C)c2n1
40) Cc1ccc(C2C=C(c3ccccc3)Nc3ncnn32)cc1 (centres undefined)
entry no.,33,34,35,36,37,38,39,40
Pin1 inhibitor,-5%,2%,-4%,-5%,-4%,4%,-13%,?
rTrxR1 inhibitor,-20%,26%[57.1 µM],-7%[57.1 µM],2%[57.1 µM],-5%,18%,8%,45µM*
ALOX12 inh,6%,-32%,-7%,-13%,15%,17%,-4%,-23%
GLS inhibitor,-3%,-7%,-18%,4%,1%,1%,-5%,10%
Tb PGK inh,-14%,1%,i,3%,i,-7%,-1%,1%
HP1b chromo inh,46%[activator],28%,11%,26%,25%,40%[activator],23%,15%
RGS4 inhibitor,-13%,-15%,-11%,-4%,0%,-1%,-9%,?
JMJD2A Tudor,-4%,-7%[57.1 µM],-20%,5%,3%,-28%,-16%,?
ERG-DNA inh,-5%,-9%,-3%,10%,0%,4%,7%,-1%

41) CCOc1ccc(C2=Nn3c(nnc3-c3ccccc3OC)SC2)cc1
42) CC(C)(C)Nc1c(-c2ccc(O)cc2)nc2ccc(Cl)cn12
43) CCN(CCCNC(=O)c1c(C)cc(=O)oc1C)c1ccccc1
44) c1ccc(CNc2nc(-c3cccnc3)cs2)cc1
45) CC(C)(C)n1nnnc1C(c1cccnc1)N1CCN(C2CCCCC2)CC1 (centres undefined)
46) O=C(NC1CC1)c1ccc(NC(=O)C2CCCC2)cc1
entry no.,41,42,43,44,45,46
Pin1 inhibitor,1%,-1%,2%,-2%,0%,-4%
rTrxR1 inhibitor,-16%,10%,6%,21%,11%,13%
ALOX12 inh,-42%,2%,7%,-10%,9%,6%
GLS inhibitor,7%,-9%,49%[activator],13%,-6%,1%
Tb PGK inh,-1%,-6%,-2%,-2%,-6%,7%
HP1b chromo inh,?,43%[activator],3%,17%,26%,30%
RGS4 inhibitor,-10%,-4%,-5%,-18%,-14%,10%
JMJD2A Tudor,?,-3%,-32%,?,-8%,-8%
ERG-DNA inh,7%,-12%,-5%,6%,/,5%

Filtered by structure: the compounds so far containing a furan ring, fused or not (three)
18) COc1ccc(CC(=O)Nc2ccc(OC)c(NC(=O)c3ccco3)c2)cc1
26) O=C(Nc1nnc(S(=O)(=O)N2CCN(c3ccc(F)cc3)CC2)s1)c1ccco1
36) Cc1cc(Br)ccc1NC(=O)c1ccco1
entry no.,18,26,36
Pin1 inhibitor,2%,5%,-5%
rTrxR1 inhibitor,-27%,?,2%[57.1 µM]
ALOX12 inh,0%,-9%,-13%
GLS inhibitor,2%,-7%,4%
Tb PGK inh,-1%,-3%,3%
HP1b chromo inh,31%,23%,26%
RGS4 inhibitor,-18%,-49%,-4%
JMJD2A Tudor,-9%,?,5%
ERG-DNA inh,2%,-7%,10%

Source: PubChem BioAssay (National Center for Advancing Translational Sciences (NCATS))
